Screens deposited in PubChem by several laboratories.
hK5 inh = kallikrein 5 (human) inhibition | recombinant hK5, fluorogenic AMC substrate cleavage | 0.59% of 210,000 active | AID 873 | Q9Y337 | inhibition, % at 5 µM;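 active means inhibition of 40% or more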;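 further: 0% = enzyme controls without compound and 100% = no-enzyme blanks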
NCF1 inh = inhibitors of human p47phox binding. inhibition, % at 24.7 µM. AID 1274. 0.53% of 220,000 active. p47phox/p22phox peptide binding, fluorescence polarization, 2 h;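 further: 0% = p47phox with labelled peptide and 100% = labelled peptide alone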
Furin inhibitor = blocks human furin protease activity | P09958 | inhibition, % at 30 µM | purified furin, fluorogenic substrate cleavage | AID 463115 | 0.061% of 220,000 active; in the data active means inhibition above about 25%; further: inactives centre near -15
14-3-3 Bad inh = disrupts binding of bovine 14-3-3 zeta to phospho-Bad peptide. TR-FRET 14-3-3zeta/Dy647-pBad peptide displacement, 1 h. inhibition, % at 21.7 µM. 0.71% of 220,000 active;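 active means inhibition above about 70%, limit read from the data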;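 further: 0% = full 14-3-3 plus peptide FRET controls and 100% = background without 14-3-3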
eIF4E 4G PPI = eIF4E/eIF4G interaction inhibition in translation initiation | P63073+Q04637 | TR-FRET eIF4E-eIF4GI(517-606) binding, 2 h | inhibition, % at 21.7 µM | 0.37% of 220,000 active | AID 782;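 further: 0% = full FRET control wells and 100% = background wells lacking eIF4GI fragment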
Target sequence (P63073 whole entry, looked up, the tested form may be a part): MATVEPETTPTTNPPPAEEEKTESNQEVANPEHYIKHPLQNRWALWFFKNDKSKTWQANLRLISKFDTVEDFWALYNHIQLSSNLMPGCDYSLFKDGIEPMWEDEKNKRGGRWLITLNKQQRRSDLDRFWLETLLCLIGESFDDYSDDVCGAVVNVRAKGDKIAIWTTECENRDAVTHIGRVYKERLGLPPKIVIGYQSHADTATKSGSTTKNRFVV
Target sequence (Q04637 whole entry, looked up, the tested form may be a part): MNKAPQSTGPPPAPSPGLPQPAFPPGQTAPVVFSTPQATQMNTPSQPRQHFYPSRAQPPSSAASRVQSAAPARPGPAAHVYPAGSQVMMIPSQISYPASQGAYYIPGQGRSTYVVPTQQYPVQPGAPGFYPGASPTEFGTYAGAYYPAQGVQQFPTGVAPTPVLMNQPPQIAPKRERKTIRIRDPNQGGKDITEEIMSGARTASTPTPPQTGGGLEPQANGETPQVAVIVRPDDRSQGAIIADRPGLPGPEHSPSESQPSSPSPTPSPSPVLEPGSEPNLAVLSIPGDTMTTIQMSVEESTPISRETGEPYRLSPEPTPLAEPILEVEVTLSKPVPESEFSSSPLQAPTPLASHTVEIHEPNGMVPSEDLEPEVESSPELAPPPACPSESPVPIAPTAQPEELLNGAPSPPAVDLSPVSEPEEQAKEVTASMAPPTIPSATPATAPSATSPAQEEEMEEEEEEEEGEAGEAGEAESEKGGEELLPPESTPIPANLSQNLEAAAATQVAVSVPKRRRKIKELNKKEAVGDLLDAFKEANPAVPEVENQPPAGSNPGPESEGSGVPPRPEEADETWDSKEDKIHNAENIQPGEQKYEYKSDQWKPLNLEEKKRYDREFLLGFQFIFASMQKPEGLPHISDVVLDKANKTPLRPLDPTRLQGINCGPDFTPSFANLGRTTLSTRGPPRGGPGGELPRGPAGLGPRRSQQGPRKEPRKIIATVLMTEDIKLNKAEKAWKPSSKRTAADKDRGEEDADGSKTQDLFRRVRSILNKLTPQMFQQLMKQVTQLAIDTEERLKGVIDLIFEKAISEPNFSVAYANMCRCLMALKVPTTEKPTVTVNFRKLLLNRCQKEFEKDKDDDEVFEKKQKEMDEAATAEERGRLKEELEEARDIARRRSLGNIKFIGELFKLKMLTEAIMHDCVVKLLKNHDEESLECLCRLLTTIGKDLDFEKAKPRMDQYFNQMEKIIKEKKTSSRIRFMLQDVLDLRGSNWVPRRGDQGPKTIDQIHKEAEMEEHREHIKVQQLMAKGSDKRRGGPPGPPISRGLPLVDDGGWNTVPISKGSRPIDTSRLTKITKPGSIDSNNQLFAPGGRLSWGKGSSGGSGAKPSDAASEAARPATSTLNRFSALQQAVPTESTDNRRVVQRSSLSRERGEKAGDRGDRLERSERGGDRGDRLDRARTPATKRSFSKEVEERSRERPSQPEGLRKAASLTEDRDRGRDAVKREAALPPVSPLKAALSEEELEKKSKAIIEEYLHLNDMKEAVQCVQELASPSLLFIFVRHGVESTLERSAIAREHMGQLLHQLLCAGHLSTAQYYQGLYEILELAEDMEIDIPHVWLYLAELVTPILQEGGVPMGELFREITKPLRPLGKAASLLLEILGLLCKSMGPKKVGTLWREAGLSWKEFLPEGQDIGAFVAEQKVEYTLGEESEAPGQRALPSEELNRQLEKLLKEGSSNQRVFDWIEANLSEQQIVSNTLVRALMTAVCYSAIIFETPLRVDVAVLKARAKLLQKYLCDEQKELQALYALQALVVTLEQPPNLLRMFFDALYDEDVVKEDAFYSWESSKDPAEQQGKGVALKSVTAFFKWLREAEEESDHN
Thrombin inh = inhibitors of human thrombin. alpha-thrombin, Boc-VPR-AMC fluorogenic substrate cleavage. inhibition, % at 5 µM. P00734. 0.26% of 220,000 active;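 active means inhibition at or above 40%; inactive means inhibition below 40%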;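 further: 0% = enzyme with no compound and 100% = wells without enzyme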
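System: Human alpha-thrombin protein | Medium: pH 7.5 Tris (50 mM) with NaCl 150 mM, Tween 20 0.05% | Times: Enzyme reaction carried out at room temperature | Detection: AMC fluorescence, 355/460 nm | Evaluation: Percent inhibition scaled between no-compound controls and no-enzyme blanks | Benchmarks: Enzyme without compound as high, wells lacking enzyme as low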
Rad51 HR inh = blocks human Rad51 in homologous recombination; Q06609; hRad51 DNA strand exchange, fluorescence dequenching; inhibition, % at 10 µM; 0.085% of 200,000 active; AID 1385;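 active means inhibition above 40% at the single screening dose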;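 further: 0% = DMSO control wells and 100% = blanks with heterologous ssDNA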
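Material: hRad51 filaments on single-stranded DNA; Reagent: Donor/quencher-labelled 47-bp dsDNA substrate; Compound: 10 µM final, single point; Schedule: 37 °C 15-min filament assembly, 30-min compound preincubation, 15-min exchange; Technique: FRET fluorescence, excitation 485 nm, emission 520 nm; Benchmarks: control wells and blank wells on each plate.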
Cl transport mod = KCC2 (human) Cl- transport modulation | Q9H2X9 | KCC2 cells, thallium flux FluoZin-2 fluorescence | B-score of Tl+ flux slope (higher = more flux/activation; lower = inhibition) at 10 µM | 2.2% of 190,000 active | AID 1456;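 active means thallium flux slope and its plate-corrected score both differing from the plate sample mean at a set confidence after two filtering rounds, in either direction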;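 further: slope of fluorescence scaled to starting intensity during 10 to 20 s after thallium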
EBV gp42 inh = blocks Epstein-Barr virus glycoprotein 42 binding | AID 1085 | inhibition, % (tested at 21.74 µM) | Fluorescence polarization binding assay, mP read-out | Q1HVG2 | 0.42% of 220,000 active; in the data active means inhibition above about 50%
The depositor's hits bear a star; x = not tested or not shown; [ ] = another dose, or the depositor's remark.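 How the source made its calls, unless noted: active means inhibition above about 30% (limit read from the data); inactive means the rest.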

SMILES	hK5 inh	NCF1 inh	Furin inhibitor	14-3-3 Bad inh	eIF4E 4G PPI	Thrombin inh	Rad51 HR inh	Cl transport mod	EBV gp42 inh
N/C(=N\OC(=O)COc1ccc(Cl)cc1Cl)c1ccncc1	3	5	-11	-1	-4	0	-9	0.033	-18
CCOC(=O)Cn1c(=O)oc2cc(S(=O)(=O)N3CCCC(C(=O)OCC)C3)ccc21 (centres undefined)	-5	-4	-13	0	-1	0	-2	-0.039	-16
COC(=O)c1ccc(-c2noc(CN(C)CC3CCCCO3)n2)cc1 (centres undefined)	16	2	-10	7	-2	9	-6	-0.28	-11
CCCCC1C2C(=O)N(c3ccc(C)cc3)C(=O)C2ON1c1ccccc1 (centres undefined)	2	-8	-24	1	1	-1	4	0.66	-3
Cc1cc(C)nc(Sc2ncnc(N)c2[N+](=O)[O-])n1	-22	2	-17	-4	5	-3	-6	-1.2	-19
CCOC(=O)c1c(NC(=O)CSc2nnc(CNc3ccc(F)cc3)o2)sc(C)c1C	11	-24	-16	9	-1	-7	6	-1.7	-17
O=C(CN1CCN(c2ncccn2)CC1)Nc1ccccc1C(F)(F)F	-7	-1	-5	-12	-1	6	9	0.99	-5
Cc1cc(C)c(S(=O)(=O)NCCc2ccccc2)c(C)c1	5	3	-11	7	-1	-3	2	-0.25	11
Cc1cc(Br)ccc1-n1[nH]c(C)c(C=Nc2cccc3nsnc23)c1=O	-4	-19	-14	-18	-3	-3	-27	16*	-9
Cn1c(=O)[nH]c(=O)c2c1nc(N1CCCCCC1)n2CCCSc1nc2ccccc2o1	-23	-6	-11[20 µM]	10	-1	-6	-4	0.26	-8
CCC1(CC)C(=O)N(C)C(=O)NC1=Nc1ccccc1	-14	-7	-26	-6	2[fluorescence artefact?]	-1	2	-0.29	-11
COc1ccc(CNC(=O)c2cnn3c(C(F)F)cc(C)nc23)cc1	-10	-9	-7[20 µM]	1	2	2	11	0.78	-17
Cc1ccc(-c2ccc(CCC(=O)O)n2-c2ccc(O)cc2)cc1	-3	-1	-10[20 µM]	-3	-11	5	x	x	-10
O=C(CCCO)N/N=C/c1ccccc1[N+](=O)[O-]	22	2	1	31	-54	22	10	0.53	-3
CC(C)C[C@H](NC(=O)c1[nH]cnc1C(=O)Nc1ccc(CNC(=O)OC(C)(C)C)cc1)C(=O)OCc1ccccc1	-3	-5	-28	-8	1	-3	1	0.51	-14

Single records, as listed above:
`CCOC(=O)c1c(NC(=O)CSc2nnc(CNc3ccc(F)cc3)o2)sc(C)c1C` across the screens: hK5 inh = 11; NCF1 inh = -24; Furin inhibitor = -16; 14-3-3 Bad inh = 9; eIF4E 4G PPI = -1; Thrombin inh = -7; Rad51 HR inh = 6; Cl transport mod = -1.7; EBV gp42 inh = -17
`COC(=O)c1ccc(-c2noc(CN(C)CC3CCCCO3)n2)cc1` (centres undefined) across the screens: hK5 inh = 16; NCF1 inh = 2; Furin inhibitor = -10; 14-3-3 Bad inh = 7; eIF4E 4G PPI = -2; Thrombin inh = 9; Rad51 HR inh = -6; Cl transport mod = -0.28; EBV gp42 inh = -11
`CC(C)C[C@H](NC(=O)c1[nH]cnc1C(=O)Nc1ccc(CNC(=O)OC(C)(C)C)cc1)C(=O)OCc1ccccc1` across the screens: hK5 inh = -3; NCF1 inh = -5; Furin inhibitor = -28; 14-3-3 Bad inh = -8; eIF4E 4G PPI = 1; Thrombin inh = -3; Rad51 HR inh = 1; Cl transport mod = 0.51; EBV gp42 inh = -14

Continued:
SMILES	hK5 inh	NCF1 inh	Furin inhibitor	14-3-3 Bad inh	eIF4E 4G PPI	Thrombin inh	Rad51 HR inh	Cl transport mod	EBV gp42 inh
CC(C)Cc1nc2n[nH]c(N)c2c2c1CCCC2	-21	-3	-11[20 µM]	-8	-8	-17	6	-0.05	2
Cc1nnc(SCC(=O)Nc2nc(C(C)(C)C)cs2)s1	5	-5	-10[20 µM]	1	2	0	1	-0.2	-4
CC/C(=N\NC(=O)c1csc(C)c1C)c1cccs1	-13	-2	-18[20 µM]	2	0	3	10	1.6	-12
COCCCN=C(c1ccco1)n1c(=S)nc(-c2ccco2)n(CCCOC)c1=S	-10	-13	-9	-12[fluorescence artefact?]	11	5	7	-1.8	-1
Cc1ccc(/C(N)=N/OC(=O)c2ccc3c(c2)OCO3)cc1	-20	-6	-10	-12	4	-4	3	-0.035	-24
COC(=O)c1cc(=O)n(Cc2cccs2)c(=Nc2ccc(F)cc2)s1	0	-1	-18	0	0	3	-4	-0.021	-9
Cc1nc2ccc(S(=O)(=O)NCC(=O)N3CCC(N4CCCCC4)CC3)cc2s1	4	-15	-19	4[fluorescence artefact?]	-6	-4	-4	0.075	-6
Cc1ccnc(NC(=O)c2ccco2)n1	-16	-8	-26	-1	5	2	0	1.3	-8
COc1ccc(NC(=O)N2CCN(S(C)(=O)=O)CC2)cc1	-7	-6	-9	-5	3	0	-9	0.26	7
Cc1ccsc1CNC1C2CC3CC(C2)CC1C3 (centres undefined)	-12	-8	-23	-2	0	-4	1	-0.22	-2
O=C(CCCN1C(=O)/C(=C/c2ccccc2Cl)SC1=S)NNC(=O)c1ccncc1	3	-7	-20	4	-5	-1	x	-1.1	0
C/C(=N\NC(=O)c1ccc(CSc2nncn2C)cc1)c1ccc(C#N)cc1	1	-5	-12	-7	-2	-8	-6	-0.85	5
COc1ccc(CC(=O)NCC(=O)N/N=C/c2cc(Br)ccc2OC)cc1	-3	-6	-19	0	-6	-1	19	-1.9	-13
C(=N\n1cnnc1)/C1CCCCC1	-13	-19	-15	-23[fluorescence artefact?]	0	-4	3	-0.2	-9
O=C1NC(=S)N/C1=C/c1cc([N+](=O)[O-])ccc1O	-20	-35	-24[20 µM]	0	-9	-3	-14	0.26	-23
O=C(Cc1ccccc1)N1CCNCC1	1	-1	-23	-1	-1	-3	x	-0.3	-2
COc1cccc(/C=N/NC(=O)c2ccccc2)c1OS(=O)(=O)c1ccccc1	-11	-14	1	-16[fluorescence artefact?]	7[fluorescence artefact?]	-8	0	-1.4	-11
Cc1c(C(N)=O)sc2ncn(CC(=O)NCCc3ccccc3)c(=O)c12	x	-8	-28	-4	-1	0	x	-0.13	-9
Cc1ccc(O)c(/C=N/NC(=O)c2[nH]ncc2Br)c1	-46	-12	-17	-9[fluorescence artefact?]	-1	6	x	0.61	-17
CCOC(=O)Cc1csc(NC(=O)CCSc2ccccc2)n1	-21	-1	-19	-1	-6	0	-8	0.75	2
CSc1ccccc1C(=O)Nc1cc(C)cc(C)c1	1	-4	-25[20 µM]	-11[fluorescence artefact?]	-2[fluorescence artefact?]	2	5	-0.0085	6
O=C(O)Cc1ccc(N=Cc2c(O)ccc3ccccc23)cc1	-1	-11	-11	2	3	-5	0	-3.4	-74
COC(=O)C1=C(C)Nc2nnnn2C1c1ccc(Cl)cc1Cl (centres undefined)	1	1	-11[20 µM]	-14	-6	5	-9	-1.1	-15
CN(C(=O)CSc1nnc(Cc2cccc3ccccc23)n1N)C1CCS(=O)(=O)C1 (centres undefined)	15	9	-8[20 µM]	-13	-1	0	-7	-1.9	-5
COc1cccc(CNC(=O)C2CCN(S(=O)(=O)c3ccc(F)cc3)CC2)c1	6	-10	-24[20 µM]	4	-1	-2	13	0.76	-13
Cc1nnc(SCC(=O)Nc2cc(-c3cc(C)c(C)cc3C)nn2-c2ccccc2)s1	-13	-20	-16	19	-3	-3	-5	0.9	-8
Cc1nnc(Nc2ccccc2F)s1	4	-5	-23	-5	-10	-1	21	-0.88	-7
CCCCCn1cnc2c(sc3nc4c(cc32)CSC(C)(C)C4)c1=O	-1	-4	-13	6	-2	-17	3	-0.7	-6
CCOCCn1c(SCCCc2ccccc2)nc2c1c(=O)[nH]c(=O)n2C	14	-9	-14[20 µM]	11	-4	-2	2	-3.3	-14
CN1C(=O)c2ccc(NC(=O)c3c(F)c(F)c(F)c(F)c3F)cc2C1=O	1	-5	-22[20 µM]	5	4	1	6	x	-15
COC(=O)c1sccc1NC(=O)Cc1ccc(OC)cc1	-6	-18	-32	-5	14	-1	-2	0.013	-5
O=C(Nc1nc2ccccc2[nH]1)c1cc2ccccc2o1	13	-35	-23	-9	3	-6	-14	0.54	-18
O=C(COC(=O)C1CCN(C(=O)Nc2ccccc2)CC1)NCC(F)(F)F	0	-6	-17	-25	4	-4	3	0.6	-3
CC1(C)CC(C2N3CC4(C)CN2CC(C)(C3)C4=O)CCO1 (centres undefined)	14	1	-18	10	-1	11	-5	x	-16
C/C(=N\N=C\c1ccccc1F)c1nnn(-c2nonc2N)c1C	-6	-10	-14	9	8	-4	9	0.015	2
COc1ccccc1CN1CCCC(C(=O)N(C)Cc2ccccc2)C1 (centres undefined)	-5	8	-10[20 µM]	34	13	-8	-4	0.3	-12
Nn1c(SCC(=O)N2CCN(S(=O)(=O)c3ccc(Cl)cc3)CC2)nnc1-c1cccs1	-16	-5	-19[20 µM]	9	-6	-1	7	x	-1
CCOC(=O)C1=CN(C)C=C(C(=O)OCC)C1c1ccsc1	-198	-5	-63	13	7	-3	-3	x	-21
COc1ccc(C/C(N)=N/OC(=O)Cc2ccc(OC)c(OC)c2)cc1	-1	-2	-25[20 µM]	5	-1	-1	2	-1.4	-20
COc1ccc(S(=O)(=O)Cc2ccc(C(=O)N3CCN(c4ccccc4)CC3)o2)cc1	-26	-7	-24	0	-2	-11	0	1.6	-16
CCOC(=O)c1cccc(NC(=O)C2CCCN(S(=O)(=O)c3c(C)nn(C)c3C)C2)c1 (centres undefined)	-3	-6	-35	6	0	1	7	x	8
CCOC(=O)/C=C1\SCC(=O)N1Cc1nnc(-c2ccccc2Br)o1	-13	-47	-14[20 µM]	-2	3	-4	-13	2.2	-8
COCCNC(=O)Cn1cnc([N+](=O)[O-])n1	-18	6	-13	10	1	-3	0	1.9	5
Brc1ccc(-c2ccc(/C=N/Nc3nc4ccccc4[nH]3)o2)cc1	-8	-31	-13	-6[fluorescence artefact?]	-4	0	-1	-0.18	-26
Cc1ccc2cc(CN(CC3CCCO3)C(=O)C(C)C)c(=O)[nH]c2c1 (centres undefined)	-20	-3	-10[20 µM]	9	6	3	3	0.74	-15
CCOc1ccc(N2C(=O)CC(N(CCc3ccccc3)C(=O)/C=C/C(=O)O)C2=O)cc1 (centres undefined)	-2	-1	-26	-6	-1	-9	0	-2.8	0
Cn1c(=O)c2c(ncn2CC(=O)N2CCN(c3ccc(F)cc3)CC2)n(C)c1=O	-13	-19	-19[20 µM]	-10[fluorescence artefact?]	4[fluorescence artefact?]	-1	-2	-0.34	-20
CCN(CC)CCn1c(NC(=O)c2ccc(C(F)(F)F)cc2)nc2ccccc21	-4	3	-14	-10	0	-5	-2	0.67	-11
CC(C)(C)c1cc[n+](C2=C([O-])c3ccccc3C(=O)/C2=N\S(=O)(=O)c2cccs2)cc1	6	-11	-1	1	2	-10	x	-0.01	-10
CCOC(=O)C1CCN(C(=O)C2(NC(=O)Nc3cccc(F)c3)CCCCC2)CC1	1	-1	-28	-3	4	-3	-2	-0.49	-4
CCOc1cc(/C=N/NS(=O)(=O)c2ccc(OC)cc2)ccc1OCCN1CCOCC1	-6	-1	-21	3[fluorescence artefact?]	0[fluorescence artefact?]	-2	-19	0.39	1
C[C@@H]1CN(Cc2nc(-c3cnccn3)no2)C[C@H](C)O1	-2	-6	-25	-8	-1	-8	2	0.95	-9
COc1cccc(C2Nc3c(F)cc(Br)cc3C3C=CCC32)c1OC (centres undefined)	-10	-4	-14	-20	0	-1	17	0.013	-4

Rows are unselected, and some 4.7% of all compounds hit somewhere here.
